Source: PubChem BioAssay (several laboratories)
NCOA1 inh: SRC1 coactivator transcriptional activity inhibitors, primary screen, cell-based, luminescence; Nuclear receptor coactivator 1 (Homo sapiens), Q15788; HEK293 GAL4-SRC1 luciferase reporter; inhibition, % at 3.6 µM; hit rate 0.12% among 360,000;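 active means inhibition above the campaign mean plus 3 SD, with each screening campaign given its own cutoff, cut at about 60% in these data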;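 further: 0% = DMSO treated cells and 100% = gossypol at 36 µM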
Vif inh: HIV Vif self-association inhibitors, primary screen, imaging, HEK293T, single point | HEK293T cells, Vif self-association by quenched fluorescence, 24 h | inhibition, % at 7.49 µM | hit rate 0.35% among 340,000 | AID 602346, 2012; in the data active means inhibition above about 50%, passing the limit was not always enough; further: some results filed as inactive read as strong as hits
NCOA3 inh: SRC3 coactivator transcriptional activity inhibitors, primary screen, cell-based, luminescence | HEK293 GAL4-SRC3 luciferase reporter | AID 588352, 2011 | hit rate 0.17% among 360,000 | inhibition, % at 3.6 µM;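 active means inhibition above a per-campaign cutoff, the mean of all compounds plus 3 SD, cut at about 60% in these data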;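 further: 0% = DMSO-treated cells and 100% = gossypol-treated cells at 36 µM; higher means less SRC3-driven luciferase light from the GAL4 reporter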
LRH-1 inv ag: LRH-1 (NR5A2) inverse agonists, primary screen, cell-based, luminescence, HEK293T, StAR-luciferase reporter. Nuclear receptor subfamily 5 group A member 2 (Homo sapiens), O00482. LRH-1 transfected, 24 h. inhibition, % at 3.6 µM. hit rate 0.13% among 360,000. AID 602396, 2012;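 active means inhibition above the mean inhibition of all tested compounds plus 3 SD, cut at about 73% in these data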;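 further: 0% = DMSO wells and 100% = reporter-only cells lacking LRH-1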
TROY NFkB inh: inhibitors of TROY-driven NF-kB signaling, primary screen, Q293 LMP1-TROYcd cells, NF-kB luciferase, uHTS; Q293 LMP1-TROYcd NF-kB luciferase reporter, 4 h; inhibition, % at 10 µM; hit rate 0.98% among 360,000;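 active means compounds whose plate-normalised and pattern-corrected inhibition of the luciferase reporter signal at the single screening dose is 50% or more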
LMP1 NFkB inh: EBV LMP1-driven NF-kappaB luciferase reporter inhibitors, primary screen, cell-based, luminescence, single point; hit rate 0.69% among 350,000; LMP1-induced NF-kappaB luciferase reporter cells; inhibition, % at 12.5 µM; AID 504558, 2011; in the data active means inhibition above about 41%;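 further: 0% = neutral control wells and 100% = reference inhibitor control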
NR2F2 inh: NR2F2 transcriptional activity inhibitors, primary screen, cell-based, luciferase reporter, HEK293T, luminescence. COUP transcription factor 2 (Homo sapiens), P24468. HEK293T NGFI-A luciferase reporter. inhibition, % at 8.6 µM. hit rate 0.7% among 370,000. AID 686940, 2013;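 active means inhibition above a per-plate cutoff, mean inhibition of test wells between control levels plus 3 SD, cut at about 38% in these data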;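 further: cells cotransfected with COUP-TFII expression vector driving the NGFI-A reporter; 0% = median of COUP-TF2 test wells and 100% = reporter-only cells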
NOD2-RIPK2 inh: NOD2-RIPK2 binding disruptors in cells, primary screen, fluorescence, CHO cells, BLA complementation; Receptor-interacting serine/threonine-protein kinase 2 (Homo sapiens), O43353; hit rate 0.38% among 360,000; CCF4 ratio; inhibition, % at 4.98 µM; in the data active means inhibition above about 21%;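 further: 0% = vehicle only and 100% = reference blocker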
TLR9-MyD88 block: inhibitors of TLR9-MyD88 association in cells, primary screen, cell-based, CHO, BLA complementation, fluorescence; AID 504734, 2011; hit rate 0.21% among 340,000; CCF4 FRET ratio; Toll-like receptor 9 (Homo sapiens) + Myeloid differentiation primary response protein …; inhibition, % at 4.98 µM;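 active means inhibition above the mean over all tested compounds plus 3 SD, cut at about 21% in these data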;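 further: 0% = DMSO only wells and 100% = clavulanate BLA inhibitor control wells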
TRAIL sens C8: viability loss with TRAIL in NB7+C8 cells, primary screen, TRAIL sensitizer project, cell-based, ATPlite luminescence; inhibition (viability loss, TRAIL sensitization), % at 10 µM; hit rate 1% among 360,000;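 active means compounds causing at least 50% loss of cell viability in the single-dose screen, relative to plate controls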
SRC2 inh: inhibition of GAL4-SRC2 driven luciferase reporter, primary screen, SRC2 inhibitor project, cell-based, luminescence; Nuclear receptor coactivator 2 (Homo sapiens), Q15596; HEK293 GAL4-SRC2 luciferase reporter; inhibition, % at 9 µM; hit rate 0.17% among 370,000;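 active means inhibition above the mean inhibition of all tested compounds plus 3 SD, set per campaign, cut at about 52% in these data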;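 further: 0% = DMSO treated cells and 100% = cells given Gossypol at 36 µM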
Starred values were filed as active, the others as inactive; x = no result given.

Value order: NOD2-RIPK2 inh	TROY NFkB inh	TLR9-MyD88 block	NCOA3 inh	SRC2 inh	NR2F2 inh	Vif inh	LMP1 NFkB inh	LRH-1 inv ag	NCOA1 inh	TRAIL sens C8
CCOC(=O)c1cc2c(=O)n3ccccc3nc2n(C(C)C)c1=NC(=O)c1ccncc1
  0	-2	-7	8	-39	-6	-6	3	-6	-21	-10
O=S1(=O)CCOC[C@H](c2ccccc2)N1Cc1cccc(F)c1
  -10	-12	6	-17	-19	11	-2	-4	14	-20	-9
Cc1ccc(SCCC(=O)N2CCCC2)cc1
  -5	-35	-8	-21	-27	-13	x	-16	-31	-47	-5
CCn1cc(C(=O)OCC(=O)Nc2ccc(C(C)C)cc2)c(=O)c2ccc(C)nc21
  -13	-22	-6	-1	-9	-11	-46	-6	5	1	3
O=C(NS(=O)(=O)c1ccc(NC(=O)C2CCCO2)cc1)c1ccccc1 (centres undefined)
  -1	-14	6	-10	-10	1	22	3	-3	-14	10
CC(C)NC(=O)c1sc(=S)n2c1[nH]c(=O)c1ccc(C(=O)NCCc3ccc(Cl)cc3)cc12
  -7	-4	-1	18	-26	8	6	3	-20	-3	1
c1ccc(CNc2nc(NCc3ccco3)nc(N3CCOCC3)n2)cc1
  -8	2	4	9	6	25	-4	-4	2	9	-9
Cc1ccccc1NC(=O)n1ncc2cc(Cl)ccc21
  -5	15	2	-2	-5	1	-5	-8	16	4	9
Cc1nnc(N/N=C/c2ccccn2)[nH]c1=O
  -7	-15	4	23	3	1	13	61*	11	11	11
COc1ccc(-n2nc([N+](=O)[O-])c(=NCCc3cccc(C)c3)n2O)cc1
  0	-11	4	-5	11	0	-3	-8	-2	-17	-1
CC1/C(=N/O)CC(c2ccccc2)NC1c1ccccc1 (centres undefined)
  -5	9	9	14	-37	4	2	4	-4	-2	0
CC(=O)Nc1ccc(C(=O)N2CCCCC2c2cc(C(=O)Nc3cccc(C#N)c3)no2)cc1 (centres undefined)
  -7	-8	x	-1	-7	1	2	x	23	-1	0
O=C(O)c1cc(-c2cccnc2)nc2ccccc12
  2	-6	-1	20	-50	-1	1	3	5	13	9
O=C1c2ccccc2C(=O)N1CCc1nc(-c2cccnc2)no1
  -4	-32	-5	18	-8	-4	x	-2	-8	-8	-7
COc1ccccc1NS(=O)(=O)c1cccc(NC(=O)C(C)NC(=O)c2ccco2)c1 (centres undefined)
  -21	-10	3	9	13	-5	-2	-3	24	-1	10
O=C(NCCC1CCCCN1S(=O)(=O)c1ccc(F)cc1)C(=O)NC1CCCC1 (centres undefined)
  -4	-1	-4	-8	19	9	0	2	24	-13	9
CC1CC2=C(NC(=S)NC2c2cccc(F)c2)/C(=C/c2cccc(F)c2)C1 (centres undefined)
  4	-8	0	10	28	16	-7	-4	-14	2	-14
O=C1C=C(c2cc3ccccc3s2)C[C@@H](c2ccc(F)cc2)C1
  0	-17	-4	-6	-21	2	10	-2	0	3	17
CCOc1cc(/C=N/NC(=O)CCn2nnc3ccccc32)ccc1O
  2	-3	0	15	9	-6	12	4	10	3	6
O=C(C[C@@H]1C/C=C\C[C@@H](Cc2ccc(F)cc2)C(=O)OC[C@@H](Cc2c[nH]c3ccccc23)NC1=O)NCCO
  -9	-13	-5	14	2	-11	-5	-9	8	-4	2
O=C(Nc1cc(-c2nc3ncccc3o2)ccc1Cl)c1cccs1
  12	-9	8	-7	4	2	-5	-1	27	9	-1
O=C(CSc1nnc(NC(=O)c2ccco2)s1)NCc1ccc2c(c1)OCO2
  -1	9	0	9	-17	10	-1	0	-2	-7	-7
O=C(Cn1cc(C(=O)C2CC2)c2ccccc21)NC1CCCC1
  5	-41	10	-26	-27	0	-4	3	7	-25	-19
OCCC1CN(Cc2cccn2-c2ccccn2)CCN1C1CCCCC1 (centres undefined)
  -8	10	11	14	11	16	-2	-1	-4	-4	-6
COc1ccc(NC(=O)C2CCCN(C(=O)Nc3ccc(OC)cc3)C2)cc1 (centres undefined)
  -5	12	2	0	1	9	3	10	0	-1	-2
S=c1[nH]nc(-c2ccco2)n1/N=C/c1cccc(Cl)c1Cl
  -5	4	-8	7	-2	5	-18	7	-3	3	-6
COc1ccc(-c2ccc(SCC(=O)c3cccs3)nn2)cc1OC
  0	-10	7	-7	-40	-25	32	-1	-11	-31	-1
NNC(=O)/C(=C/c1cccs1)NC(=O)c1ccccc1Cl
  10	-9	16	6	-16	-14	-9	-10	11	1	4
O=C(CCN1CCCCC1=O)NC1CCCc2c1cnn2-c1ccccc1F (centres undefined)
  7	-31	-6	8	-8	1	-5	-3	-5	8	3
O=C1Nc2ccccc2SC1c1ccccc1Cl (centres undefined)
  -5	22	-6	2	14	5	0	15	4	-4	15
Cc1ccc(NC(=S)NCc2ccccc2Cl)c(C)c1
  4	-13	-2	3	-10	11	-11	9	2	-17	-7
CCCOC(=O)CCn1c(=S)oc2ccccc21
  -2	-29	-3	-4	-1	-5	-1	-8	14	15	-6
CCCn1c(CN2CCN(C(=O)c3ccco3)CC2)nc2c1c(=O)n(C)c(=O)n2C
  -4	-7	-13	-1	6	-3	-8	11	-11	10	-2
O=C1CN(C(=O)c2ccco2)C(c2ccccc2)c2cc(Cl)ccc2N1 (centres undefined)
  -4	2	-5	1	-4	18	x	-3	7	0	-8
CCOC(=O)c1c(C)n(-c2ccc(C)cc2)c2ccc(OCC(O)CNCC3CCCO3)cc12 (centres undefined)
  5	-11	-2	-4	x	x	2	-10	-10	-30	1
CCN(CC(=O)Nc1sc2c(c1C#N)CCC(C)C2)CC(=O)NC1CCS(=O)(=O)C1 (centres undefined)
  -10	-29	-9	2	1	-32	2	-11	-23	-9	-6
COC(=O)c1c(NC(=O)CN2CCN(C(=O)c3ccco3)CC2)c2c(C)cccc2n1C
  5	12	-5	16	3	2	x	-2	-6	-2	-11
CC(C)(C)c1ccc(C(=O)NCC(=O)OCC(=O)N2CCN(S(=O)(=O)c3ccc(Cl)cc3)CC2)cc1
  -4	-29	4	-14	-30	-3	-9	-20	-38	-37	15
COCCc1nc2ccc(C(=O)NCc3cccc(-n4cccn4)c3)cc2o1
  -2	-5	-23	-38	4	21	1	-2	3	-18	2
COc1ccccc1C(=O)Nc1cccc2cccnc12
  -10	-20	4	-49	-47	-21	3	-27	-16	-26	6
COc1ccc(NC2=NC(=S)N(c3ccc(C)cc3)C23CCCCC3)cc1
  -7	-19	1	12	0	1	8	-34	13	-3	26
CN(C(=O)c1ccc(-c2nn(C)c(=O)c3ccccc23)cc1)C1CCCCC1
  9	10	-8	2	-3	5	-11	4	14	3	3
COC(=O)c1ccc(N2CCN(C)CC2)c(NC(=O)COc2ccc(OC)cc2)c1
  4	-4	2	13	-21	-14	-10	-19	16	7	8
CCCCN(CC)CCNC(=O)CNC(=O)Cn1ccc2ccccc2c1=O
  -9	-5	8	14	4	10	-12	-3	11	8	13
COc1cc2ncnc(NCc3ccc(Cl)cc3)c2cc1OC
  0	12	2	12	-6	6	-4	10	-8	4	-11
CCOC(=O)c1cc(C#N)c(N2CCCCC2)nc1-c1ccccc1
  0	-9	0	6	1	-5	-13	-6	45	11	-5
COCCOc1cc2ncnc(N3CCC(C(=O)O)CC3)c2cc1OCCOC
  7	-48	-2	5	18	3	-9	-3	13	1	-50
c1ccc(NN=C2c3ccccc3-c3ccccc32)cc1
  -7	-25	0	-11	-6	-1	-3	-9	18	-12	-5
Cc1ccc(N(CC(=O)NC2CCCC2)C(=O)c2nsc(Cl)c2Cl)cc1
  -12	2	0	10	-12	6	4	-3	-4	-21	-5
COc1ccccc1OCCn1c(C(C)O)nc2ccccc21 (centres undefined)
  -6	-8	-7	1	-1	12	1	-1	-12	4	-4
COc1ccc(-c2oc3ccc(N4CCOCC4)cc3c2C#CC2(O)CCCCC2)cc1
  -1	21	-17	-26	-12	-24	2	-64	-18	-24	27
CCCc1nc2ccccc2n1C(CC)C(=O)NC(C)(C)C (centres undefined)
  3	x	x	x	8	-10	x	x	-4	x	2
C/C(=N\O)C(=O)Nc1ccccc1
  -1	-9	7	3	1	12	7	-5	-11	2	-21
CCNC(=O)C1(C)CCN(C(=O)c2c(-c3ccccc3)noc2C)C1 (centres undefined)
  -9	-3	x	5	-9	2	-9	x	-9	7	-16
CC(C)Oc1ccc(/C=C(\C#N)C(=O)NC2CC2)cc1
  -9	-62	10	-48	-81	82*	-1	0	-21	-38	14
CN(C(=O)c1cccc(NC(=O)Cc2ccc(NC(=O)C3CCN(C(=O)c4ccccc4)CC3)cc2)c1)C1CC1
  10	-15	3	-10	-17	-9	-2	1	-1	-15	-5
CC(=O)c1c(C)[nH]c(C(=O)NCC2CCCCC2)c1C
  -1	-52	3	-32	-17	14	-6	-8	-17	-4	15
O=C(NC1CCCC1)C1CCCN1C(=O)Nc1ccc(Cl)cc1 (centres undefined)
  -6	1	-6	2	-9	-23	x	-8	-4	-2	-9
COc1ccc(C(=O)C2CCN(CC(=O)Nc3ccc(C)cc3)CC2)cc1
  -4	11	-3	-10	-26	6	-2	1	1	0	0
CCOC(=O)C1(Cc2ccc(Cl)cc2)CCN(C(=O)c2cc(C)nc(C)n2)CC1
  -3	-38	-6	12	5	3	x	-5	9	3	-3

Next section
Value order: NOD2-RIPK2 inh	TROY NFkB inh	TLR9-MyD88 block	NCOA3 inh	SRC2 inh	NR2F2 inh	Vif inh	LMP1 NFkB inh	LRH-1 inv ag	NCOA1 inh	TRAIL sens C8
CCOC(=O)CNC=C(C(=O)OCC)C(=O)OCC
  1	11	-3	-3	-17	-4	7	-2	3	3	-17
Cc1ccc(NC(=O)Cn2nnc3ccccc3c2=O)cc1C
  2	-30	1	-2	4	0	3	-1	-6	-14	-2
Cc1ccc(C(=O)N/C(=C/c2ccco2)C(=O)NC2CCS(=O)(=O)C2)cc1 (centres undefined)
  4	12	8	1	-9	-14	-2	7	-9	-9	-5
COC(=O)N/N=C(\C)c1cccs1
  1	-5	-6	-12	8	-10	-7	7	-20	-4	-31
COCCn1c(Cc2ccccc2)nnc1SCC(=O)N1CCCCC1C (centres undefined)
  1	-1	-1	-49	9	-1	-8	5	3	-3	9

Only part of the results is shown; rates above refer to the full screens.
